Source: PubChem
PglD inh – PglD (C. jejuni) enzyme inhibition. inhibition, % at 12.5 µM. purified PglD enzyme, DTNB colorimetric CoA detection. AID 602405. 360,000 compounds, 0.098% hits; in the data active = inhibition above about 16%, passing the limit was not always enough; inconclusive = no clear call, values can overlap the other calls; note: strong numbers were not always called active
LGR2 inh – Drosophila LGR2 receptor signaling inhibition; HEK293 LGR2, CRE-luciferase, bursicon-stimulated, 4 h; inhibition, % at 9.99 µM; 380,000 compounds, 0.35% hits;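 active = drop in luminescence signal, shown as inhibition above about 50% in the replicate tests, limit read from the data, passing the limit was not always enough; inconclusive = probably only some replicates passing the limit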;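 note: agonist challenge used bursicon conditioned medium at about half maximal strength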
EWS-Fli block – blocks EWS/Fli oncoprotein-driven transcription | A673 NR0B1-luciferase reporter, viability-normalised | inhibition, % at 12.6 µM | 350,000 compounds, 0.67% hits;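 active = mean inhibition of at least 50% after viability correction, with every replicate also passing that limit; inconclusive = mean reaches 50% but only one of two replicates passes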;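 note: firefly luciferase signal divided by Alamar Blue viability fluorescence both relative to DMSO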
S100A4 MyoIIA – inhibitors of human S100A4 binding to myosin IIA peptide | S100A4/TAMRA-MyoIIA peptide fluorescence polarization | inhibition, % at 10.7 µM | 360,000 compounds, 0.14% hits;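 active = mean inhibition of at least 70% across replicates, with every replicate also reaching that level; inconclusive = mean inhibition reaches 70% but some replicates fall short; inactive = mean inhibition below 70%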
Target sequence (P26447 whole entry, looked up): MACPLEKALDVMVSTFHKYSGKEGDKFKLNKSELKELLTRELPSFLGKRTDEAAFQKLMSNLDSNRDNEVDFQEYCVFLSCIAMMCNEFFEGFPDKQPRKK
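Material: S100A4 monomer (human). Medium: Calcium-containing HEPES buffer, pH 7.2. Probe or stimulus: labelled myosin peptide probe, 5 nM. Compound dosing: one concentration per compound. Timing: polarization read 5 min after assay mix addition, stable 5–60 min. Benchmarks: DMSO as neutral control, TFP as positive control.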
PGC1a acetyl inh – PGC1a acetylation modulation, inhibitor mode. 350,000 compounds, 0.17% hits. U2OS PGC1a acetylation, AlphaScreen anti-acetyl-lysine; with virally co-expressed GCN5 acetyltransferase. inhibition, % at 15.6 µM;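 active = every replicate shows inhibition of at least 40%; inconclusive = mean inhibition at least 40% but some replicate below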;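 note: 0% = neutral control wells and 100% = positive control wells; some results beyond the cut were filed as inactive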
PAX8 inh HTS – PAX8 transcriptional activity inhibition. AID 652154. 360,000 compounds, 1.2% hits. RMG-I TPO-luciferase reporter, SteadyGlo, 24 h. inhibition, % at 12.6 µM;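 active = mean replicate inhibition at least 60% with every replicate also reaching 60%; inconclusive = only one of the two criteria is met; inactive = mean below 60% and not all replicates reaching 60%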;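 note: luciferase light reporting Pax8 driven TPO promoter activity; plate controls were median of neutral control wells for no effect and mitoxantrone controls for full effect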
ERAP1 HTS inh – inhibitors of human ERAP1 aminopeptidase | AID 652197 | inhibition, % at 10.7 µM | recombinant ERAP1, Leu-AMC fluorescence, 60 min | 340,000 compounds, 0.15% hits;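 active = mean replicate inhibition of at least 30%, or all replicates individually reaching that 30% level; inactive = mean below 30% and not every replicate reaching it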;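 note: 0% = neutral control wells and 100% = L-leucinethiol positive control wells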
Target sequence (Q9NZ08 whole entry, looked up): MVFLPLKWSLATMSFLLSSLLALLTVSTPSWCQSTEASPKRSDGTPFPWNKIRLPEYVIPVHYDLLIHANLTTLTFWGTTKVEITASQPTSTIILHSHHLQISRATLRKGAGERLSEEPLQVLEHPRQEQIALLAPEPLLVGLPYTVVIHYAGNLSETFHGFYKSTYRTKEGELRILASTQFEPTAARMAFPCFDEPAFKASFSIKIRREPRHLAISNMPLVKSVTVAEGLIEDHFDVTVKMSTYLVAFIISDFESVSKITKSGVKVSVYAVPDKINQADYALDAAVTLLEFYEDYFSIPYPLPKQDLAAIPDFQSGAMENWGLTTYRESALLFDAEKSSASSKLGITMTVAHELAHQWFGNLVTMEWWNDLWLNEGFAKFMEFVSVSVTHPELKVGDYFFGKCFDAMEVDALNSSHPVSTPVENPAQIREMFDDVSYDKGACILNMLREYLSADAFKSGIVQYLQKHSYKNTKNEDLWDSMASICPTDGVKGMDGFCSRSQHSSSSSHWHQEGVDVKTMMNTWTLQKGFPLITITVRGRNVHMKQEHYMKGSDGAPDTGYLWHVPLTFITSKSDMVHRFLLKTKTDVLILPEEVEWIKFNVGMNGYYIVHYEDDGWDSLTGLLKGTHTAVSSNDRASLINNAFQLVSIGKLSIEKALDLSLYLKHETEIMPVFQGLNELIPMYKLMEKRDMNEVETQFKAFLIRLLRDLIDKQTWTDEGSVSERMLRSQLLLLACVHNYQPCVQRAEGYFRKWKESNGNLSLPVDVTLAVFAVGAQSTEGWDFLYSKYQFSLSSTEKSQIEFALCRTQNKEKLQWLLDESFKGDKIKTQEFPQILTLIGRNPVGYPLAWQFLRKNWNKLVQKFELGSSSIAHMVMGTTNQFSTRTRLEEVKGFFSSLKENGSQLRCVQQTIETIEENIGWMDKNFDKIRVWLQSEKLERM
FN deposit inh – fibronectin deposition inhibition. AH1F fibroblasts, Alexa488-fibronectin deposition fluorescence, overnight. inhibition, % at 12.6 µM. 350,000 compounds, 0.086% hits;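 active = mean inhibition across replicates of 30% or more, regardless of how many single replicates reach that level; inconclusive = mean under 30% yet at least half of replicates reach 30%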;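 note: positive control wells lacked labelled fibronectin entirely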
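Material: AH1F fibroblast monolayer depositing Alexa488-labelled fibronectin into matrix | Input: 10000 AH1F cells/well | Medium: DMEM plus 2% serum, read in PBS | Reagent: Alexa488-fibronectin, 24 nM final in well | Compound dosing: One dose per compound, pinned | Schedule: 1 h adhesion, overnight exposure | Measured by: Fluorescence at 485 nm excitation, 525 nm emission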
* marks the source's active call; other numbers are inactive results; ? = inconclusive; . = no result given.

Molecule,PglD inh,LGR2 inh,EWS-Fli block,S100A4 MyoIIA,PGC1a acetyl inh,PAX8 inh HTS,ERAP1 HTS inh,FN deposit inh
CC(OC(=O)C1CCCCC1)C(=O)Nc1cccc([N+](=O)[O-])c1 (centres undefined),-7.1,.,-0.8,12.7,.,0.5,0.9,1.5
COc1ccc(NC(=S)Nc2cccc(Cl)c2Cl)cc1OC,.,-1.2,-3.7,-5.2,-20.4,12.1,3.8,3.6
CC(Oc1ccc(Cl)cc1)C(=O)Nc1cccc(S(=O)(=O)N2CCOCC2)c1 (centres undefined),2.4,-6.7,7.5,4.5,-2.8,16.0,1.7,3.9
C[C@H](CO)N1C[C@H](C)[C@@H](CN(C)S(C)(=O)=O)Oc2ncc(C#CC3(O)CCCC3)cc2C1=O,-0.1,10.2,-2.2,-1.7,3.0,.,0.2,2.8
Cc1ccc(COc2cccc(/C=N/NC(=O)c3nnn(-c4nonc4N)c3C)c2)cc1,-0.3,-13.6,.,-1.3,8.4,-3.8,2.1,-0.9
O=C(O)c1ccc(C(=O)c2ccc3c(c2)C(=O)N(CCO)C3=O)cc1,5.3,2.0,-2.4,-1.5,5.6,-0.3,-1.8,2.8
C[C@H](CO)N1C[C@H](C)[C@H](CN(C)Cc2ccc(C(F)(F)F)cc2)Oc2ccc(NC(=O)Cc3ccccc3)cc2CC1=O,12.6,0.8,.,3.7,-5.3,24.6,1.0,-0.5
Cc1ccccc1-c1nc(CS(=O)(=O)CC(=O)NCCCN2CCCC2=O)c(C)o1,0.9,21.7,-7.9,-1.1,.,11.0,.,-28.3
Cc1[nH][nH]c(=O)c1C(c1ccc(-c2ccc(Cl)cc2)o1)c1c(C)[nH][nH]c1=O,-2.8,6.9,-2.1,3.9,4.6,.,16.3,.
COc1ccc2c(c1)[C@@H](NC(=O)c1ccncc1)[C@@H]1Cc3ccccc3[C@H]21,.,5.9,2.1,-20.5,.,0.5,2.7,-8.8
CCNC(=S)N/N=C(\C)c1ccco1,-9.5,16.2,17.6,-5.2,.,-23.0,1.4,1.7
CCC(=O)N1CCc2cc(S(=O)(=O)CCC(=O)NCCc3ccc(S(N)(=O)=O)cc3)ccc21,-0.5,22.5,-10.8,-0.5,-5.2,-10.4,-0.9,3.3
C[C@H](CO)N1C[C@H](C)[C@@H](CN(C)C(=O)Nc2cccc3ccccc23)OCCCC[C@H](C)Oc2ccc(NS(C)(=O)=O)cc2C1=O,2.6,-1.1,-1.8,-98.8,-21.0,5.6,-7.9,.
O=C(Cc1ccccc1[N+](=O)[O-])OCC(=O)N1CCN(c2ccccc2)CC1,.,-13.2,-6.2,4.1,.,2.8,-0.8,-0.7
C[C@H](O)[C@@H]1C(=O)N2CCc3ccc(N4CCN(C)CC4)cc3[C@@H]2C[C@@H]1N(C)C(=O)c1cccnc1,0.3,.,1.9,3.1,-13.4,-8.5,-3.7,0.6
Cc1ccc(S(=O)(=O)N2CCN(C(=O)c3cc(C4CC4)nc4c3cnn4C(C)C)CC2)cc1,6.0,-1.3,5.1,-3.1,-17.0,4.6,3.5,-7.7
Nc1ccc(S(=O)(=O)Nc2nccc(/C=C/c3ccccc3F)n2)cc1,.,2.1,25.0,-4.9,2.7,13.7,-3.7,3.2
C[C@H](CO)N1C[C@H](C)[C@@H](CN(C)Cc2ccncc2)OCCCC[C@H](C)Oc2ccc(N(C)C)cc2C1=O,1.9,15.1,-3.8,1.3,-17.8,-9.2,2.8,.
COc1ccc(NC(=O)c2cc(C3CCCCN3S(=O)(=O)c3ccc(C#N)cc3)on2)c(C)c1 (centres undefined),-4.8,0.3,-1.5,0.1,-21.1,0.6,0.3,-16.0
O=C(CSc1nnc(CNC(=O)c2ccc(F)cc2)o1)Nc1nccs1,-2.7,-7.2,-9.4,-7.3,.,3.1,-0.7,-4.8
Cc1ccc(C)c(Cn2c(O)c(N=NC(=S)Nc3ccccc3F)c3ccccc32)c1,.,41.3,37.4,1.4,-2.0,33.6,-0.6,-5.4
CCc1nc(-c2ccc(-c3ccc(OC)cc3)nc2OC)no1,-4.6,.,.,.,-26.4,-138.2,.,-10.0
CCOC(=O)N1CCC(Nc2c(OCC)c(=O)c2=O)CC1,0.2,8.3,0.0,1.4,9.1,15.5,-3.3,2.2
CSc1cnn(CCC#N)c(=O)n1,.,-34.1,-8.3,10.0,.,-20.2,-2.2,-9.5
CCCOc1cccc(C(=O)NCCNC(=O)c2ccco2)c1,.,-0.1,8.3,2.5,.,-8.0,-4.1,5.3

Following part
Molecule,PglD inh,LGR2 inh,EWS-Fli block,S100A4 MyoIIA,PGC1a acetyl inh,PAX8 inh HTS,ERAP1 HTS inh,FN deposit inh
Cc1cc(C(=O)Nc2cccc3c2O[C@H](CN(C)C(=O)Nc2c(C)noc2C)[C@H](C)CN([C@H](C)CO)C3=O)n(C)n1,-41.1,-20.7,-3.1,5.6,.,.,0.1,-7.1
CCCNC(=O)N[C@H]1C=C[C@@H](CC(=O)NC2CCC2)O[C@@H]1CO,0.3,11.0,-1.8,-3.2,23.1,-1.4,-4.7,-8.4
COCCNC(=O)C1(C)CCCN(C(=O)c2ccc(C)c(F)c2)C1 (centres undefined),-2.3,8.3,0.3,8.1,-4.2,-9.8,-0.6,-16.2
COc1ccc(NC(=O)Nc2ccc3c(c2)C(=O)N([C@@H](C)CO)C[C@H](C)[C@@H](CN(C)Cc2ccc4c(c2)OCO4)OCCCC[C@H](C)O3)cc1,4.4,-0.1,-1.3,16.7,2.8,-8.7,1.6,.
OCCCc1nc2ccccc2n1CCCCOc1ccccc1,6.9,-19.4,4.5,-7.1,-3.6,4.2,-3.2,-0.6
CCOCCCNC(=O)c1c[nH]c2ccc(S(=O)(=O)Nc3cccc(OC)c3)cc2c1=O,-1.3,.,.,.,32.3,11.0,.,4.2
C=CCNc1ncnc2c1cnn2-c1ccc(C)cc1C,-3.3,-20.6,-23.8,-1.0,6.7,-9.1,3.5,2.8
NC(=O)c1ccc(NC(=O)CCCN2C(=O)NC3(CCCC3)C2=O)cc1,-5.8,-6.6,-2.3,4.0,14.3,-1.6,0.1,8.1
C[C@@H]1CN([C@@H](C)CO)C(=O)Cc2cc(NC(=O)CCC(F)(F)F)ccc2O[C@H]1CN(C)Cc1ccc2c(c1)OCO2,1.3,-22.4,-5.8,3.9,-1.6,15.6,0.3,.
O=C(NC1CCC1)[C@H]1[C@H](CO)[C@H]2Cn3c(ccc(-c4ccccc4)c3=O)[C@H]2N1Cc1ccccn1,-0.9,5.7,-5.6,2.7,.,.,-1.8,.
C[C@@H]1CN([C@@H](C)CO)C(=O)c2cc(/C=C/c3ccccc3)cnc2O[C@H]1CN(C)S(C)(=O)=O,3.4,-5.1,-2.0,5.7,-9.5,.,-0.9,-0.9
CN(Cc1ccc(Cl)cc1)C(=O)c1cc(S(=O)(=O)N2CCOCC2)ccc1N1CCCC1,2.7,12.7,8.4,-1.5,-2.5,10.8,-5.1,5.5
CCOc1ncc(S(=O)(=O)N2CCN(CC)CC2)cc1C(=O)O,-6.4,3.1,-1.7,6.3,-2.7,7.9,4.3,.
COC(=O)C1=CN(c2ccc(F)cc2)C(N)=C(C#N)C1c1ccccc1 (centres undefined),.,-52.8,-5.5,-10.8,.,3.1,.,.
Cc1ccc(NS(=O)(=O)c2ccc(C(=O)NCc3cccnc3)cc2)cc1,-0.5,9.1,.,4.5,1.1,1.5,0.2,.
CC1CCCN(C(=O)COC(=O)C2CCN(S(=O)(=O)c3ccc(Cl)c(C(F)(F)F)c3)CC2)C1 (centres undefined),2.8,-0.9,6.5,-6.8,6.5,2.6,-1.2,.
O=C(C1CCC1)N1CC(=O)N2[C@@H](CO)[C@@H](c3ccc(C#Cc4cccc(F)c4)cc3)[C@@H]2C1,.,11.4,-4.6,5.3,9.0,?,-0.8,-3.5
Cc1cccn2c(=O)c(C=C(C#N)C#N)c(N3CCN(c4cccc(Cl)c4)CC3)nc12,3.3,37.3,6.1,-10.1,8.6,39.2,2.5,3.1
O=C(N/N=C/c1ccccn1)C(O)c1ccccc1 (centres undefined),3.4,-2.4,-5.7,-6.4,-7.0,-12.1,.,-5.9
O=C(Oc1ccc(Oc2ccccc2)cc1)N1CCC(O)CC1,-5.0,-15.6,-63.9,-1.3,.,-82.1,3.3,1.5
O=C(c1ccc(Cn2cnnn2)cc1)N1CCCC(Nc2ccc(F)c(F)c2)C1 (centres undefined),-4.0,-5.4,4.4,5.3,.,-15.5,-0.1,4.8
CCC(=O)N[C@@H]1CC[C@@H](CC(=O)NCc2ccc(OC)cc2)O[C@@H]1CO,5.0,13.6,5.9,-0.5,-6.3,-0.9,-0.7,.
C[C@H]1CN([C@@H](C)CO)C(=O)c2cccc(NC(=O)c3ccncc3)c2O[C@H]1CN(C)S(=O)(=O)c1cccs1,10.1,12.0,-6.3,0.0,8.3,.,-0.6,.
Cc1ccc(/C=C2\C(=O)NC(=O)N2C)o1,-4.3,2.5,4.3,1.4,.,17.0,4.3,10.4
CC(C)c1ccc(NCCC(=O)c2ccc(Br)cc2)cc1,3.0,-3.7,.,.,7.7,-12.8,.,0.7

New compounds follow.
Molecule,PglD inh,LGR2 inh,EWS-Fli block,S100A4 MyoIIA,PGC1a acetyl inh,PAX8 inh HTS,ERAP1 HTS inh,FN deposit inh
CC(N=Cc1c(O)c2ccccc2oc1=O)C(=O)O (centres undefined),.,-26.0,-2.8,-27.1,-8.3,12.6,-0.7,5.6
COc1ccccc1-c1cc(C(=O)O)c2c(=O)n(C)c(=O)n(Cc3ccccc3)c2n1,-2.8,-8.8,-0.5,-0.3,.,-3.0,-2.3,-18.8
COc1ccc(-c2nc3c(c(=O)[nH]c(=O)n3Cc3ccccc3)n2CCO)cc1,-3.0,-2.0,.,-11.6,3.1,1.6,-5.8,11.5
COCC(=O)Nc1ccc2c(c1)C(=O)N(C)C[C@@H](OC)[C@@H](C)CN(C(=O)c1ccccc1)[C@@H](C)CO2,-0.5,1.8,-2.0,-67.7,-5.5,-10.2,.,-5.5
CC(=O)N1CCOc2cc(S(=O)(=O)NC(C)c3ccccc3)c(Cl)cc21 (centres undefined),-6.4,28.5,-11.5,-4.9,10.0,-6.5,1.9,-8.8
CN(C(=O)CSc1nc(N)c2c3c(sc2n1)CSC(C)(C)C3)c1ccccc1,-3.4,-19.9,.,.,-10.7,17.8,.,-1.5
CCOC(=O)C1CC(=O)c2ccccc2C1c1ccccc1 (centres undefined),1.3,-20.5,4.3,5.4,-20.6,3.0,2.3,0.7
Cc1occc1C(=O)O/N=C(\N)c1ccc(Cl)cc1,0.2,-49.9,-66.9,-4.0,6.0,-41.4,0.3,-7.5
COC(=O)c1ccc(S(=O)(=O)NCc2ccco2)o1,-0.7,4.1,2.8,4.0,12.6,-1.0,-5.7,-2.9
O=C(O)c1nn(CC(=O)N2CCCCCC2)c(=O)c2ccccc12,.,18.4,-8.3,0.3,8.0,17.5,0.0,1.1
O=C1CCC(c2ccccc2)=NN1Cc1c(F)cccc1Cl,-6.3,7.0,20.4,0.0,-8.1,14.3,-0.7,8.8
Cn1cccc1C(=O)OCc1nc2ccccc2c(=O)[nH]1,.,-5.5,-43.4,7.2,4.1,-25.7,2.8,2.2
